MsrA inh: bovine MsrA inhibition; purified bovine MsrA, absorbance read-out; 360,000 compounds, 0.75% hits; AID 651718; inhibition, % at 15.5 µM; in the data active = inhibition above about 4.5%;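 note: 0% = vehicle wells with enzyme and 100% = reference inhibitor wells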
CSN inh: inhibitors of human CSN-mediated cullin deneddylation. Q92905. Purified CSN, SCF-Nedd8-OG deneddylation, fluorescence polarization. inhibition, % at 12.5 µM. 360,000 compounds, 0.38% hits. AID 651999;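 active = pattern-corrected inhibition above about 35%, with an unprinted fluorescence ratio check between 0.5 and 1.5, limit read from the data, passing the limit was not always enough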;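 note: 0% = enzyme with substrate and 100% = substrate without enzyme; some results filed as inactive read as strong as hits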
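Material: purified human Csn5 enzyme expressed in HEK293T cells / Medium: Tris buffer pH 7.5, NaCl, DTT, Tween-20, trehalose, ovalbumin / Compound dosing: 12.5 µM single point / Schedule: 90 min incubation of compound, enzyme and substrate at room temperature / Signal: fluorescence polarization of the substrate / Control set: no-enzyme wells high, enzyme-with-substrate wells low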
Rpn11 inh: inhibitors of human proteasome Rpn11. O00487. human 26S proteasome, Ub4-pepOG fluorescence polarization; 20S core pre-blocked with epoxomicin. calls only at 20 µM. 360,000 compounds, 0.59% hits. AID 588493;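 active = inhibition at 20 µM, scaled to each plate's controls, above about 33%, limit read from the data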
MT1-MMP act inh: MT1-MMP (human) activation inhibition; 360,000 compounds, 0.061% hits; HT1080 RFP-PRO-GFP cells, GFP/RFP ratio fluorescence, overnight; percent of plate control window, DMSO zero; P50281; GFP/RFP ratio change, % at 20 µM; AID 651647;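 active = GFP/RFP ratio change of at least 30% with cell ATP level not reduced by more than half and red fluorescence within 50% of control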; note: strong numbers were not always called active
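Material – HT1080 RFP-PRO-GFP cells · Control set – DMSO wells and RFP-L50D-GFP cells · Incubation – overnight cell settling, then overnight compound exposure, 37 °C, 5% CO2 · Compound dosing – single-point 20 µM compound, 1% DMSO · Read-out – GFP/RFP fluorescence ratio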
MsrA act: activates bovine MsrA enzyme; purified bovine MsrA, absorbance read-out; activation, % at 10.6 µM; 360,000 compounds, 0.3% hits; in the data active = activation above about 7.5%;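 note: 0% = vehicle and 100% = reference activator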
FAS-TE inh: inhibitors of human fatty acid synthase thioesterase domain. 360,000 compounds, 0.67% hits. AID 602261. P49327. inhibition, % at 15 µM. recombinant FAS-TE, OMFH fluorogenic substrate, fluorescence endpoint;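 active = compounds whose normalised, plate-corrected inhibition of enzyme fluorescence in the single-dose primary screen is 50% or more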;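 note: 0% = DMSO with enzyme and 100% = substrate without enzyme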
E coli Lon inh: inhibitors of E. coli Lon protease | AID 602123 | inhibition, % at 7.94 µM | P0A9M0 | purified E. coli Lon protease, fluorescence polarization | 360,000 compounds, 0.42% hits; in the data active = inhibition above about 13%, passing the limit was not always enough;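 note: 0% = enzyme with probe and DMSO and 100% = no enzyme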
MLLE-PAM2 inh: inhibitors of microRNA-mediated deadenylation, human PABP1 MLLE binding. P11940. inhibition, % at 20 µM. 360,000 compounds, 0.36% hits. AID 588489. GST-MLLE / FITC-PAM2 fluorescence polarization; in the data active = inhibition above about 35%, passing the limit was not always enough;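 note: plate controls were DMSO wells with GST-MLLE for no effect and wells lacking GST-MLLE protein for full effect; some results filed as inactive read as strong as hits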
Rin1-Abl PPI inh: inhibitors of human Rin1-Abl protein interaction; P00519+Q13671; TR-FRET Rin1/Abl binding, biochemical; inhibition, % at 7.35 µM; 360,000 compounds, 0.4% hits; AID 588664; in the data active = inhibition above about 5%, passing the limit was not always enough
Active calls of the source: *; i = inactive; x = not tested or not shown.

The opening 7 compounds, ahead of the listing:
SMILES	MsrA inh	CSN inh	Rpn11 inh	MT1-MMP act inh	MsrA act	FAS-TE inh	E coli Lon inh	MLLE-PAM2 inh	Rin1-Abl PPI inh
Cc1nnc(SC(C)C(=O)Nc2c(C)n(C)n(-c3ccccc3)c2=O)n1N (centres undefined)	1.9	0	i	-1	-3	0	-9	-14	1
COc1ccc(Br)cc1/C=N/N1CCN(Cc2ccccc2Cl)CC1	0.3	-4	i	-2	-2	25	-6	-10	1
COC(=O)c1ccc(Cn2c(C)c(C(=O)NCc3ccc([N+](=O)[O-])cc3)sc2=O)o1	1.5	-5	i	5	-3	21	-4	-15	0
COc1ccc(C(=O)NCc2ccc(F)cc2)cc1S(=O)(=O)N1CCCC1	-1.1	0	i	3	0	-4	-1	1	-1
O=C(O)CCn1c(=O)n(CCC(=O)O)c(=O)n(CCC(=O)O)c1=O	1.4	-2	i	-6	-3	-2	13	-5	-3
COc1ccc(OC)c2[nH]c(C(=O)N3CCC(C(=O)O)CC3)cc12	1.5	2	i	-1	0	-6	-12	2	5
c1ccc(SCCCCNC2CCCC2)cc1	1.3	3	i	-1	-3	3	2	-15	0

This part in full, repeating the preview:
SMILES	MsrA inh	CSN inh	Rpn11 inh	MT1-MMP act inh	MsrA act	FAS-TE inh	E coli Lon inh	MLLE-PAM2 inh	Rin1-Abl PPI inh
Cc1nnc(SC(C)C(=O)Nc2c(C)n(C)n(-c3ccccc3)c2=O)n1N (centres undefined)	1.9	0	i	-1	-3	0	-9	-14	1
COc1ccc(Br)cc1/C=N/N1CCN(Cc2ccccc2Cl)CC1	0.3	-4	i	-2	-2	25	-6	-10	1
COC(=O)c1ccc(Cn2c(C)c(C(=O)NCc3ccc([N+](=O)[O-])cc3)sc2=O)o1	1.5	-5	i	5	-3	21	-4	-15	0
COc1ccc(C(=O)NCc2ccc(F)cc2)cc1S(=O)(=O)N1CCCC1	-1.1	0	i	3	0	-4	-1	1	-1
O=C(O)CCn1c(=O)n(CCC(=O)O)c(=O)n(CCC(=O)O)c1=O	1.4	-2	i	-6	-3	-2	13	-5	-3
COc1ccc(OC)c2[nH]c(C(=O)N3CCC(C(=O)O)CC3)cc12	1.5	2	i	-1	0	-6	-12	2	5
c1ccc(SCCCCNC2CCCC2)cc1	1.3	3	i	-1	-3	3	2	-15	0
COc1cccc(N=NC2C(=O)N(C(N)=S)N=C2C)c1 (centres undefined)	2.7	-4	i	8	-13	-6	13	33	-6
O=C(C[C@@H]1C/C=C\CC[C@H](Cc2ccc(F)cc2)C(=O)OC[C@@H]2CCCN2C1=O)NCCO	-1.5	-1	i	0	-1	-7	-7	0	4
CCC(CC)C1C(C#N)=C(N)Oc2cc(C)oc(=O)c21 (centres undefined)	-0.6	-8	i	6	-2	0	-4	-8	-1
c1ccc(-c2cc(N3CCCCC3)c3ccccc3n2)cc1	0.3	-3	i	3	-4	26	-4	1	-3
COc1cc(Cn2c3ccc(NC(=O)CCc4cccnc4)cc3c(=O)n2C)ccc1F	2.9	-2	i	-4	-2	-8	2	-9	-1
Cc1n[nH]c(=O)c2c(NC(=O)CSc3nc4ccccc4c(=O)n3CCCO)oc(C)c12	1.9	0	i	-11	-2	-12	-1	6	2
COc1cc2c(c(OC)c1CC=C(C)C)C[C@H](c1ccc(O)cc1O)CO2	-1.0	3	i	0	-4	27	-6	-3	-1
Cc1ccc(S(=O)(=O)N(C)c2ccc(OC(=O)c3cc(=O)[nH]c4ccccc34)cc2)cc1	1.4	1	i	-4	-3	22	-6	1	3
CCC1CCCCN1Cc1nc2c(c(=O)n(C)c(=O)n2C)n1Cc1ccccc1 (centres undefined)	-1.6	2	i	0	-1	8	-14	8	-2
C=CCN(C(=O)CSc1nc2ccsc2c(=O)n1Cc1ccc(C(=O)O)cc1)c1ccccc1	0.8	-1	i	3	-3	-2	2	7	-1
O=C(c1ccccc1)c1cccc(NC(=O)c2ccc(Br)o2)c1	-1.2	2	i	4	-2	19	-1	1	2
Cc1ccc(NC(=O)/C(C#N)=C/c2ccc(Sc3nc(C)cc(C)n3)o2)cc1	0.8	3	i	-5	-2	-6	-12	-8	0
NC(=O)CN1CCOCCOCCN(CC(N)=O)CCOCC1	-1.1	3	i	2	-4	-8	-4	1	-2
CN(CCNC(=O)CCCOc1cc(=O)n(C)c2ccccc12)Cc1ccccc1	0.6	-1	i	4	-5	-4	1	-8	2
CC(NC(=O)CN(C)Cc1cccc(Cl)c1)c1ccccc1 (centres undefined)	0.8	2	i	-3	-2	-1	-1	-18	2
COc1cc(/C=C/C(=O)OCC(=O)Nc2ccc([N+](=O)[O-])cc2)ccc1O	3.4	3	i	-2	-3	13	13	-3	-3
CCOc1cc(-c2nc(-c3ccc(OC)cc3)no2)cc(OCC)c1OCC	-0.6	-2	i	-1	2	5	4	16	-6
O=C(NCCCCl)C1CC(=O)N(CCc2ccc(F)cc2)C1 (centres undefined)	-0.1	-2	i	1	-4	-5	-8	0	1
CCn1ccnc1CN(C)C(=O)CC1C(=O)NCCN1Cc1c(F)cccc1Cl (centres undefined)	-0.6	-1	i	-3	-1	-2	6	14	0
Cc1cccc(N2CC(=O)N(c3cccc(C)c3)CC2=O)c1	-0.5	-2	i	1	1	-7	1	0	2
O=C(COC(=O)CCCc1nc2ccccc2s1)NC(=O)NCc1ccco1	-0.1	-1	i	3	-2	2	5	5	2
O=C(COC(=O)Cc1ccccc1F)Nc1cc(S(=O)(=O)N2CCOCC2)ccc1N1CCCC1	0.5	-14	i	4	-13	0	-6	11	3
Cc1nc(NC(=O)c2csc3ccccc23)sc1C	2.4	2	i	-23	-8	6	-7	11	5
COC(=O)C1=C(C)Nc2[nH]c(=S)[nH]c(=O)c2C1c1ccc(O)cc1 (centres undefined)	1.4	0	i	0	1	-1	0	31	-4
COC(=O)c1c(NC(=O)C2COc3ccccc3O2)sc2c1CCN(Cc1ccccc1)C2 (centres undefined)	-0.1	0	i	-5	-3	18	-8	-12	-2
O=C(NCCCn1ccnc1)c1cc(-c2ccncc2)nc2ccccc12	1.6	-9	i	-2	-4	-3	-16	-4	-3
COc1ccccc1N(C(=O)c1ccncc1)c1nc(-c2ccc([N+](=O)[O-])cc2)cs1	1.7	-3	i	-49	-3	48	19	-4	-2
O=C(NNC(=O)c1ccncc1)Nc1ccc(N=Nc2ccccc2)cc1	3.4	-4	i	13	-6	0	4	1	1
Cc1cccc(OP(=O)(Nc2c(C)n(C)n(-c3ccccc3)c2=O)Oc2cccc(C)c2)c1	1.3	0	i	1	-2	11	1	10	3
C=CCn1c(C)cc(C(=O)COC(=O)/C=C/c2c(C)nn(C3CCS(=O)(=O)C3)c2Cl)c1C (centres undefined)	-0.7	-2	i	8	-4	6	0	2	0
O=C(NCCOc1nc(N2CCOCC2)nc(N2CCOCC2)n1)Nc1ccccc1	0.7	5	i	-3	-12	-8	1	-3	6.9*
COc1ccc(Cc2nc3ccc(C(=O)N4CCN(C)C(C)C4)cc3o2)cc1OC (centres undefined)	0.2	-2	i	3	-2	-5	8	6	0
CCCCN1C[C@H](C)[C@@H](CC(=O)Nc2ccccc2)C1=O	0.8	1	i	2	-4	-6	0	-2	1
Cc1ccc(N2C(=O)c3sc4nnc(C)c(=O)n4c3C2=O)cc1	2.3	0	i	3	0	-4	-1	4	-1
CCCCNC(=O)CN1C(=O)NC(Cc2ccccc2)(Cc2ccccc2)C1=O	-0.8	2	i	1	-2	-1	-8	11	-1
CC(=O)c1ccc(S(=O)(=O)N(C)CCCC(=O)N(C)Cc2c(F)cccc2Cl)cc1	0.8	1	i	2	-7	2	-10	-7	2
S=C(NCCCN1CCOCC1)Nc1ccc(-c2nc3ccccc3[nH]2)cc1	1.1	-3	i	1	-2	1	10	25	-1
CC1(C)CC2CC(C)(CN2C(=S)Nc2ccccc2F)C1 (centres undefined)	2.0	11	i	0	-1	-4	5	-89	0
CC1CCCCC1NC(=O)c1cn(C)c2ccc(S(=O)(=O)N3CCOCC3)cc2c1=O (centres undefined)	2.0	1	i	-2	-3	-9	3	-9	1
O=C(CSc1nnc(-c2cccnc2)o1)OC1CCCCC1	-0.2	-3	i	2	-1	-5	-5	8	3
COc1ccc(S(=O)(=O)Oc2ccc3c(c2)O/C(=C\c2cccnc2)C3=O)cc1	1.5	5	i	-4	-2	8	-7	-9	2
CCc1nn(CC(=O)NCCCN2CCN(C)CC2)c(=O)c2cc3sc(C)cc3n12	1.0	-2	i	0	-3	-2	2	8	2
Cc1coc2c1c(C)cc1oc(=O)c(CC(=O)NCCCN3CCCC3=O)c(C)c12	1.5	1	i	0	-5	-4	1	1	-3

More records:
SMILES	MsrA inh	CSN inh	Rpn11 inh	MT1-MMP act inh	MsrA act	FAS-TE inh	E coli Lon inh	MLLE-PAM2 inh	Rin1-Abl PPI inh
NCCS	-0.9	-2	i	0	-5	-4	-13	22	-6
COCCn1c(SCc2ccc(C(=O)OC)o2)nnc1-c1c[nH]c2ccccc12	0.6	0	i	-1	1	-7	-12	-32	11*
Cc1ccc(Oc2cc(N3CCOCC3)nc(-c3ccccc3)n2)cc1	-0.2	3	i	-6	2	4	3	6	3
COc1ccc(CNc2cccc(C)n2)c(O)c1	-0.8	1	i	0	-1	0	1	3	-1
C#Cc1ccc([C@@H]2C=C(C(=O)NCc3ccccc3)O[C@H](OCCCCO)C2)cc1	-0.4	11	i	0	2	1	-22	-15	3
CN(C)CCNC(=S)Nc1ccc(F)c(F)c1F	0.2	10	i	-3	-2	-3	-5	24	4
N#CC1=C(N)C(C#N)(C#N)C(c2cccnc2)C2CC(c3ccccc3)CC=C12 (centres undefined)	x	-9	i	-50	-3	25	18*	63	-4
O=C(Nc1cccc(-n2cccn2)c1)C1CCCN(Cc2cc3ccccc3[nH]2)C1 (centres undefined)	0.7	5	i	-2	-3	5	-14	-2	0
Cc1cc2ccccn2c1C(=O)c1nc(NCc2ccccc2)ncc1Cl	0.6	5	i	-3	-4	36	0	12	0
CC(C)CC(N)c1csc(Nc2ccccn2)n1 (centres undefined)	0.4	3	i	0	0	-9	-2	-6	-4
CCC(=C(c1ccc(O)cc1)c1ccc(OCCN(C)C)cc1)c1ccccc1	-1.1	-2	i	0	4	-6	-7	3	0
Cc1cc(C)n(C(=O)Cn2nc(C(F)F)cc2C)n1	-0.4	-1	i	0	-2	-5	-7	-7	-3
COCCCn1c(SCC(=O)Nc2ccc3c(c2)OCCO3)nnc1-c1ccoc1C	-0.3	-1	i	-1	-2	-3	-5	0	-2
Cn1c(=O)oc2cc(S(=O)(=O)CCC(=O)Nc3ccccc3)ccc21	-1.5	2	i	-4	-1	-8	3	-2	-3
OC1CCCN(C(=S)NCc2ccccc2)C1 (centres undefined)	-0.8	8	i	0	1	-7	-2	-52	-1
CCCOc1cccc(C(=O)NCCNC(=O)c2ccc(C)nc2)c1	-0.5	-5	i	0	-3	-4	-13	6	5
CC(=O)NC(CC(C)C)C(=O)NC(CO)C(=O)NC(CCC(=O)O)C(=O)NC(C)C(=O)NC(CC(C)C)C(N)=O (centres undefined)	-0.5	-4	i	-2	-1	-11	15	16	4
CCN(CC(=O)NCc1ccc(Cl)cc1)C(=O)/C=C/c1cc(OC)c(OC)c(OC)c1	1.4	3	i	3	-3	-3	4	9	-1
COCCCNc1nc2nonc2nc1N1CCN(C2CCCC2)CC1	2.5	-5	i	-1	-2	-1	-1	7	4

Compound activity as filed in PubChem BioAssay.
